CIT2-GFP yeast: alters CIT2-GFP fluorescence in TOR pathway yeast screen; S. cerevisiae CIT2-GFP strain, flow cytometry, 3 h; 100 means same as DMSO wells; GFP response vs DMSO, % at 10 µM; hit rate 0.065% among 320,000;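 active = GFP response relative to DMSO above a set limit, near the screen mean plus 3 SD, cut at about 150% in these data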;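 note: ratio of well median GFP fluorescence to mean of DMSO wells on the plate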
LAP4-GFP MLPCN: alters LAP4-GFP fluorescence in TOR pathway yeast screen; S. cerevisiae LAP4-GFP multiplex, flow cytometry GFP, 3 h; median GFP as percent of DMSO wells; hit rate 0.34% among 320,000; GFP response vs DMSO, % at 10 µM;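 active = GFP response vs DMSO above a set limit, about the screen mean plus 3 SD, cut at about 150% in these data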
GRK2 aptamer HTS: human GRK2 inhibition via aptamer displacement. P25098. inhibition of aptamer binding, % at 10 µM. bead flow cytometry, FAM-aptamer displacement from GRK2. hit rate 0.59% among 330,000. AID 488847;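 active = inhibition of aptamer binding above 40%, roughly 3 SD of noise, on plates passing a quality check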;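 note: median bead fluorescence of bound FAM aptamer so fluorescent compounds give negative values; no value below 0 was filed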
Target sequence (P25098 whole entry, looked up): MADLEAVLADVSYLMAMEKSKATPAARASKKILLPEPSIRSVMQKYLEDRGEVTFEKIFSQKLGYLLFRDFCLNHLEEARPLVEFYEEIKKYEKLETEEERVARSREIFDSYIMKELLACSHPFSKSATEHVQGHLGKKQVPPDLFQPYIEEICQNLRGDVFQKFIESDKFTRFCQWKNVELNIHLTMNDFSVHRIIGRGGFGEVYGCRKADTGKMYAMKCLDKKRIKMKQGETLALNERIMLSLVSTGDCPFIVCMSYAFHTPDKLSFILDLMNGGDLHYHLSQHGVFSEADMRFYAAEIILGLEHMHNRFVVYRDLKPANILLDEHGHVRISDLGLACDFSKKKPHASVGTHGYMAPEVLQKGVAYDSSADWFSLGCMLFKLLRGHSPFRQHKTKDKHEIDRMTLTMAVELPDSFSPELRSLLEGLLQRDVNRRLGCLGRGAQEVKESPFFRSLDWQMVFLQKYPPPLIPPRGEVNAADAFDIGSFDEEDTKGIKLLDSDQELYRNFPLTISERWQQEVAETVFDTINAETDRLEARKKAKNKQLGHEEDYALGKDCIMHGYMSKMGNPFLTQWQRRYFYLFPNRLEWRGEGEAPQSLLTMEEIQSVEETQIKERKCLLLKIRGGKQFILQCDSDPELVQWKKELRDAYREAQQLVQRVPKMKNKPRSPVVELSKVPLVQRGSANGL
VLA-4 inh: inhibition in a human VLA-4 binding assay; P13612; hit rate 0.2% among 330,000; AID 2557; inhibition, % (about 7 µM as worked out from the volumes in the protocol); VLA-4 expressing cells, ligand binding flow cytometry; in the data active = inhibition above about 50%
AGP1 TOR yeast: alters AGP1-GFP fluorescence in TOR pathway yeast screen; S. cerevisiae AGP1-GFP multiplex flow cytometry, 3 h; GFP as percent of DMSO wells; GFP response vs DMSO, % at 10 µM; hit rate 0.02% among 320,000; AID 2066;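 active = GFP response relative to DMSO above a set limit, near screen average plus 3 SD, cut at about 150% in these data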;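 note: median GFP channel fluorescence of the gated AGP1 strain per well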
GASC-1 inh: inhibitors of human GASC-1 (JMJD2C) demethylase; inhibition, % at 2.35 µM; Q9H3R0; GST-JMJD2C(1-420) H3K9me3 demethylation, DELFIA europium; hit rate 0.069% among 330,000;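 active = more than half of a compound's replicate wells show inhibition beyond 50%, single wells judged on their own value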;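 note: signal counts dimethyl H3K9 product captured on neutravidin plate; 0% = median of DMSO wells and 100% = 0.3 times that DMSO median; strong numbers were not always called active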
Target sequence (Q9H3R0 1-420 limits assumed): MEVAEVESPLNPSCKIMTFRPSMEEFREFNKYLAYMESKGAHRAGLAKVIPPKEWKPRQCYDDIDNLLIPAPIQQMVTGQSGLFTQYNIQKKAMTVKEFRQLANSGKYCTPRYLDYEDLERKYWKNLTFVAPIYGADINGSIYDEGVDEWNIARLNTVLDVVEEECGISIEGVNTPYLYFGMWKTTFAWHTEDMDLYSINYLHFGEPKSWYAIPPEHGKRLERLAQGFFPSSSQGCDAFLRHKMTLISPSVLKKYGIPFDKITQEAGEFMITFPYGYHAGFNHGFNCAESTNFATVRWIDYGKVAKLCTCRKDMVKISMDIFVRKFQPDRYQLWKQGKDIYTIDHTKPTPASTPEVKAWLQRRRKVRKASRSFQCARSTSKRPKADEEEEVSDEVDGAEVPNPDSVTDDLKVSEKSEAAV
RPL19A TOR yeast: modulators of TOR pathway RPL19A-GFP in S. cerevisiae. S. cerevisiae RPL19A-GFP strain, flow cytometry, 3 h; hits give low values. percent response vs DMSO, % at 10 µM. hit rate 0.3% among 330,000. AID 2025;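 active = percent response vs DMSO below 50%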;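 note: median channel GFP fluorescence of the barcoded RPL19A-GFP strain; ratio of sample median GFP to plate DMSO average so 100% = DMSO; lower means less RPL19A-GFP as with rapamycin TOR inhibition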
MEP2-GFP yeast: alters MEP2-GFP fluorescence in TOR pathway yeast screen | hit rate 0.51% among 330,000 | GFP response vs DMSO, % at 10 µM | S. cerevisiae MEP2-GFP strain, flow cytometry GFP, 3 h; 100% = DMSO control level;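 active = GFP response versus DMSO above a set limit, roughly screen mean plus 3 SD, cut at about 180% in these data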;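 note: median GFP fluorescence of the barcode-gated MEP2-GFP cells per well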
An asterisk follows results filed as active. This is a random part of the collection; overall some 1.7% were active at least once.

`CCOC(=O)C1CCN(S(=O)(=O)Cc2ccccc2)CC1` gave CIT2-GFP yeast 93, LAP4-GFP MLPCN 100, GRK2 aptamer HTS 3, VLA-4 inh 14, AGP1 TOR yeast 94, GASC-1 inh 1, RPL19A TOR yeast 99 and MEP2-GFP yeast 103.
For Cc1cc(C)c2c(c1)C(=O)/C(=C/c1ccc(C(=O)O)cc1)CC2 the results were CIT2-GFP yeast 97, LAP4-GFP MLPCN 110, GRK2 aptamer HTS 0, VLA-4 inh 3, AGP1 TOR yeast 99, GASC-1 inh -1, RPL19A TOR yeast 104 and MEP2-GFP yeast 106.
For O=C(N1CCCCC1)N1CCC(c2nc3ccccc3[nH]2)CC1 the results were CIT2-GFP yeast 96, LAP4-GFP MLPCN 109, GRK2 aptamer HTS 1, VLA-4 inh 0, AGP1 TOR yeast 105, GASC-1 inh 3, RPL19A TOR yeast 99 and MEP2-GFP yeast 95.
`O=c1cc(CO)occ1OCc1ccccc1` gave CIT2-GFP yeast 102, LAP4-GFP MLPCN 92, GRK2 aptamer HTS 3, VLA-4 inh 18, AGP1 TOR yeast 98, GASC-1 inh -7, RPL19A TOR yeast 98 and MEP2-GFP yeast 102.
For COc1ccc(NC(=O)CSc2nnc(Cc3ccc(C)cc3)c(=O)n2N)cc1OC the results were CIT2-GFP yeast 72, LAP4-GFP MLPCN 93, GRK2 aptamer HTS 0, VLA-4 inh -10, AGP1 TOR yeast 84, GASC-1 inh -1, RPL19A TOR yeast 84 and MEP2-GFP yeast 82.
CC(C)c1ccc(NC(=O)CSc2n[nH]c(=O)n2C2CC2)cc1 was read as CIT2-GFP yeast 109, LAP4-GFP MLPCN 98, GRK2 aptamer HTS 0, VLA-4 inh -11, AGP1 TOR yeast 104, GASC-1 inh 2, RPL19A TOR yeast 105 and MEP2-GFP yeast 99.
COc1cccc(CN2C(=O)C(C)Oc3ccccc32)c1 (stereo unspecified) was read as CIT2-GFP yeast 97, LAP4-GFP MLPCN 95, GRK2 aptamer HTS 4, VLA-4 inh 4, AGP1 TOR yeast 101, GASC-1 inh -36, RPL19A TOR yeast 104 and MEP2-GFP yeast 102.
COc1ccccc1N(Cc1ccccc1)S(=O)(=O)c1cccc(C(=O)NCC2CCCO2)c1 (stereo unspecified) was read as CIT2-GFP yeast 100, LAP4-GFP MLPCN 107, GRK2 aptamer HTS 1, VLA-4 inh -2, AGP1 TOR yeast 105, GASC-1 inh 12, RPL19A TOR yeast 105 and MEP2-GFP yeast 104.
For Cc1cccc(NC(=O)Cn2cc([N+](=O)[O-])cn2)n1 the results were CIT2-GFP yeast 103, LAP4-GFP MLPCN 99, GRK2 aptamer HTS 0, VLA-4 inh -3, AGP1 TOR yeast 102, GASC-1 inh 3, RPL19A TOR yeast 107 and MEP2-GFP yeast 102.
`Cc1cccc(NC(=O)c2ccccc2OCC(=O)c2ccccc2)c1` gave CIT2-GFP yeast 103, LAP4-GFP MLPCN 102, GRK2 aptamer HTS 0, VLA-4 inh 0, AGP1 TOR yeast 108, GASC-1 inh -1, RPL19A TOR yeast 95 and MEP2-GFP yeast 115.
Screening Fc1ccc(OCCn2cnc(Cl)c2Cl)cc1 returned CIT2-GFP yeast 87, LAP4-GFP MLPCN 118, GRK2 aptamer HTS 0, VLA-4 inh -8, AGP1 TOR yeast 109, GASC-1 inh -21, RPL19A TOR yeast 96 and MEP2-GFP yeast 93.
`O=C(CN(c1cccc([N+](=O)[O-])c1)S(=O)(=O)c1ccccc1)NCc1cccnc1` gave CIT2-GFP yeast 104, LAP4-GFP MLPCN 99, GRK2 aptamer HTS 0, VLA-4 inh -1, AGP1 TOR yeast 100, GASC-1 inh 1, RPL19A TOR yeast 108 and MEP2-GFP yeast 108.
Cc1cccc(NC(=O)CSc2nnc(CNC(=O)c3ccco3)o2)c1C was read as CIT2-GFP yeast 96, LAP4-GFP MLPCN 87, GRK2 aptamer HTS 1, VLA-4 inh -4, AGP1 TOR yeast 95, GASC-1 inh 1, RPL19A TOR yeast 95 and MEP2-GFP yeast 95.
CCC(=NCCc1ccc(OC)c(OC)c1)c1ccccc1O was read as CIT2-GFP yeast 99, LAP4-GFP MLPCN 88, GRK2 aptamer HTS 0, VLA-4 inh 2, AGP1 TOR yeast 95, GASC-1 inh 19, RPL19A TOR yeast 101 and MEP2-GFP yeast 105.
Screening O=S(=O)(NCc1ccc(Cl)cc1)c1cnc[nH]1 returned CIT2-GFP yeast 110, LAP4-GFP MLPCN 95, GRK2 aptamer HTS 0, VLA-4 inh 10, AGP1 TOR yeast 72, GASC-1 inh -2, RPL19A TOR yeast 95 and MEP2-GFP yeast 99.

The last 2 entries of the part before open the next one:
CCC(=NCCc1ccc(OC)c(OC)c1)c1ccccc1O was read as CIT2-GFP yeast 99, LAP4-GFP MLPCN 88, GRK2 aptamer HTS 0, VLA-4 inh 2, AGP1 TOR yeast 95, GASC-1 inh 19, RPL19A TOR yeast 101 and MEP2-GFP yeast 105.
Screening O=S(=O)(NCc1ccc(Cl)cc1)c1cnc[nH]1 returned CIT2-GFP yeast 110, LAP4-GFP MLPCN 95, GRK2 aptamer HTS 0, VLA-4 inh 10, AGP1 TOR yeast 72, GASC-1 inh -2, RPL19A TOR yeast 95 and MEP2-GFP yeast 99.
Cc1ccc(NC(=O)CSCC(=O)O)c(C)c1 was read as CIT2-GFP yeast 96, LAP4-GFP MLPCN 94, GRK2 aptamer HTS 0, VLA-4 inh 19, AGP1 TOR yeast 97, GASC-1 inh -4, RPL19A TOR yeast 97 and MEP2-GFP yeast 100.
For CC(C)CCC1(C)NC(=O)N(CC(=O)NCC(=O)Nc2ccc(F)c(F)c2F)C1=O (stereo unspecified) the results were CIT2-GFP yeast 97, LAP4-GFP MLPCN 94, GRK2 aptamer HTS 0, VLA-4 inh -5, AGP1 TOR yeast 100, GASC-1 inh 0, RPL19A TOR yeast 101 and MEP2-GFP yeast 103.
`O=C(CSc1nc2ncc(Br)cc2[nH]1)c1cccc([N+](=O)[O-])c1` gave CIT2-GFP yeast 94, LAP4-GFP MLPCN 88, GRK2 aptamer HTS 0, VLA-4 inh -2, AGP1 TOR yeast 93, GASC-1 inh 5, RPL19A TOR yeast 104 and MEP2-GFP yeast 97.
`O=C1c2ccsc2SCCN1Cc1ccccc1Cl` gave CIT2-GFP yeast 88, LAP4-GFP MLPCN 114, GRK2 aptamer HTS 0, VLA-4 inh 22, AGP1 TOR yeast 102, GASC-1 inh 5 and MEP2-GFP yeast 105.
Screening COCCCNC(=O)CN(c1ccc(F)cc1)S(=O)(=O)c1ccc2c(c1)OCCO2 returned CIT2-GFP yeast 105, LAP4-GFP MLPCN 103, GRK2 aptamer HTS 2, VLA-4 inh 7, AGP1 TOR yeast 105, GASC-1 inh -6, RPL19A TOR yeast 105 and MEP2-GFP yeast 103.
Screening COc1ccc(Cl)cc1NC(=O)CSc1nnc(-c2ccncc2)n1CC1CCCO1 (stereo unspecified) returned CIT2-GFP yeast 113, LAP4-GFP MLPCN 103, GRK2 aptamer HTS 0, VLA-4 inh -9, AGP1 TOR yeast 109, GASC-1 inh 5, RPL19A TOR yeast 102 and MEP2-GFP yeast 104.
For c1ccc(CNc2c(-c3cccc(SC4CCCCC4)c3)nc3ccccn23)cc1 the results were CIT2-GFP yeast 78, LAP4-GFP MLPCN 112, GRK2 aptamer HTS 0, VLA-4 inh -6, AGP1 TOR yeast 90, GASC-1 inh -5, RPL19A TOR yeast 90 and MEP2-GFP yeast 88.
`COC(CNC(=O)c1ccc(-n2c(=S)[nH]c3ccccc3c2=O)cc1)OC` gave CIT2-GFP yeast 92, LAP4-GFP MLPCN 96, GRK2 aptamer HTS 1, VLA-4 inh 13, AGP1 TOR yeast 97, GASC-1 inh -17, RPL19A TOR yeast 90 and MEP2-GFP yeast 91.
`COc1cccc(NC(=O)/C=C/c2ccc([N+](=O)[O-])cc2)c1` gave CIT2-GFP yeast 105, LAP4-GFP MLPCN 113, GRK2 aptamer HTS 2, VLA-4 inh 15, AGP1 TOR yeast 21, GASC-1 inh -7, RPL19A TOR yeast 70 and MEP2-GFP yeast 193*.
`CCCN(Cc1nnc(-c2cccs2)o1)C(=O)c1cc(S(=O)(=O)N2CCOCC2)ccc1C` gave CIT2-GFP yeast 103, LAP4-GFP MLPCN 104, GRK2 aptamer HTS 0, VLA-4 inh -4, AGP1 TOR yeast 103, GASC-1 inh 5, RPL19A TOR yeast 98 and MEP2-GFP yeast 106.
`CCOC(=O)c1c(NC(=O)C(C)N2CCN(S(=O)(=O)c3cccs3)CC2)sc2c1CCC(C)C2` (stereo unspecified) gave CIT2-GFP yeast 104, LAP4-GFP MLPCN 92, GRK2 aptamer HTS 1, VLA-4 inh 9, AGP1 TOR yeast 98, GASC-1 inh -3, RPL19A TOR yeast 102 and MEP2-GFP yeast 97.
For Cc1ccnc(NC(=O)c2ccc([N+](=O)[O-])o2)c1 the results were CIT2-GFP yeast 92, LAP4-GFP MLPCN 102, GRK2 aptamer HTS 4, VLA-4 inh 21, AGP1 TOR yeast 91, GASC-1 inh 17, RPL19A TOR yeast 94 and MEP2-GFP yeast 87.
`Cc1c(/C=N/NC(=O)c2cccnc2)c2ccccc2n1Cc1ccccc1` gave CIT2-GFP yeast 102, LAP4-GFP MLPCN 104, GRK2 aptamer HTS 0, VLA-4 inh -13, AGP1 TOR yeast 103, GASC-1 inh 2, RPL19A TOR yeast 98 and MEP2-GFP yeast 105.
CCOC(=O)C1(Cc2cccc(F)c2)CCN(C(=O)c2ccoc2C)CC1 was read as CIT2-GFP yeast 69, LAP4-GFP MLPCN 124, GRK2 aptamer HTS 0, VLA-4 inh 6, AGP1 TOR yeast 49, GASC-1 inh -4, RPL19A TOR yeast 85 and MEP2-GFP yeast 99.
For O=C(c1ccc2c(c1)OCCO2)N1CCN(S(=O)(=O)c2c(F)cccc2F)CC1 the results were CIT2-GFP yeast 103, LAP4-GFP MLPCN 101, GRK2 aptamer HTS 5, VLA-4 inh -10, AGP1 TOR yeast 98, GASC-1 inh 16, RPL19A TOR yeast 95 and MEP2-GFP yeast 99.
`COc1ccc(Br)cc1S(=O)(=O)n1ccnc1` gave CIT2-GFP yeast 104, LAP4-GFP MLPCN 91, GRK2 aptamer HTS 0, VLA-4 inh 2, AGP1 TOR yeast 94, GASC-1 inh 0, RPL19A TOR yeast 103 and MEP2-GFP yeast 102.
Screening COc1ccc(C(=O)N2CCN(Cc3ccccc3)CC2)cc1[N+](=O)[O-] returned CIT2-GFP yeast 98, LAP4-GFP MLPCN 89, GRK2 aptamer HTS 1, VLA-4 inh 17, AGP1 TOR yeast 99, GASC-1 inh 28, RPL19A TOR yeast 99 and MEP2-GFP yeast 96.
Screening O=C(Nc1cc(C(F)(F)F)ccc1-n1cncn1)c1ccc([N+](=O)[O-])o1 returned CIT2-GFP yeast 98, LAP4-GFP MLPCN 119, GRK2 aptamer HTS 1, VLA-4 inh -1, AGP1 TOR yeast 96, GASC-1 inh 3, RPL19A TOR yeast 96 and MEP2-GFP yeast 104.
O=C1CN(C(=O)c2ccco2)C(c2ccccc2)c2cc(Cl)ccc2N1 (stereo unspecified) was read as CIT2-GFP yeast 98, LAP4-GFP MLPCN 94, GRK2 aptamer HTS 0, VLA-4 inh -4, AGP1 TOR yeast 95, GASC-1 inh 8, RPL19A TOR yeast 96 and MEP2-GFP yeast 91.
For COc1ccc(N(CC(=O)Nc2c(C)n(C)n(-c3ccccc3)c2=O)S(=O)(=O)c2ccc(C)cc2)cc1 the results were CIT2-GFP yeast 97, LAP4-GFP MLPCN 99, GRK2 aptamer HTS 1, VLA-4 inh 0, AGP1 TOR yeast 106, GASC-1 inh -11, RPL19A TOR yeast 98 and MEP2-GFP yeast 93.
Screening CCc1ccc(NC(=O)CSCCN2C(=O)c3ccccc3C2=O)cc1 returned CIT2-GFP yeast 99, LAP4-GFP MLPCN 93, GRK2 aptamer HTS 5, VLA-4 inh 8, AGP1 TOR yeast 98, GASC-1 inh 38, RPL19A TOR yeast 103 and MEP2-GFP yeast 97.

Screening results (PubChem)
